Screening data as filed in PubChem.
TIM10 inh: TIM10 yeast growth inhibition. AID 463195. S. cerevisiae TIM10 strain growth, BacTiter-Glo luminescence, 24 h. actives 1.4% (n = 330,000). inhibition, % at 10 µM;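 active = inhibition of 40% or more at the single tested concentration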;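 also: wild-type TIM10 isogenic control strain grown at permissive 25 °C; 0% = DMSO yeast wells and 100% = minimal medium wells without yeast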
tim10-1 inh: inhibits growth of tim10-1 mutant yeast. inhibition, % at 20 µM. S. cerevisiae tim10-1 ts strain growth, BacTiter-Glo, 24 h. actives 2.2% (n = 330,000);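 active = inhibition of at least 40%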;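 also: mutant grown at 25 °C; 0% = DMSO wells with yeast and 100% = wells holding no yeast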
hIAP block: human IAP inhibition | P09923 | purified IAP, CDP-Star luminescence, 30 min | inhibition, % at 10 µM | actives 0.12% (n = 330,000);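 active = inhibition reaching a set limit with compound at 10 µM in the primary screen, cut at about 35% in these data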;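 also: plate controls were DMSO wells with enzyme for no effect and no-enzyme buffer wells for full effect; values of inactives mirror those of a sister screen read the other way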
Target sequence (P09923 whole entry, looked up): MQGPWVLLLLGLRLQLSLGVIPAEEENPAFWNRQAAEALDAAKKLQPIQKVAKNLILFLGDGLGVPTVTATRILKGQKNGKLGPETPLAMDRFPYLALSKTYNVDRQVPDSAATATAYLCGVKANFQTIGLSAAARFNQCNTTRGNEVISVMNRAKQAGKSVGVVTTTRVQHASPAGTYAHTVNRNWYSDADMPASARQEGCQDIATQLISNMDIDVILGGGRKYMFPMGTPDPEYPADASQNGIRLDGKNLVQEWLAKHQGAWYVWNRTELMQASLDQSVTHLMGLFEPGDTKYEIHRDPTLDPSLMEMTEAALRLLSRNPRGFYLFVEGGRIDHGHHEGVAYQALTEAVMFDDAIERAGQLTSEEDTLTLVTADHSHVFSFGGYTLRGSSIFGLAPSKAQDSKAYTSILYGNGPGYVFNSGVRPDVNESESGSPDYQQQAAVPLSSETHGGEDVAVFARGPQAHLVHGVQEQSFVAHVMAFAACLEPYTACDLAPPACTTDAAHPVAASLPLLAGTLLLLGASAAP
MIN6 prolif: inducers of beta-cell replication in MIN6 cells. MIN6 cells proliferation, ATPlite luminescence, 48 h; cells starved in 0.2% serum; 100% = growth in 10% serum. actives 0.29% (n = 330,000). AID 2380. proliferation, % at 10 µM;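 active = compounds whose signal lies at least 3.5 SD above the mean of all wells on their plate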;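 also: 0% = DMSO-treated cells in low-serum medium and 100% = 10% serum control; some compounds called inactive have numbers as strong as hits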
NLRP3 yeast inh: NALP3 inhibition in yeast | inhibition, % at 10 µM | actives 0.39% (n = 330,000) | AID 2825 | Yeast reconstituted NLRP3/ASC/caspase-1, beta-gal luminescence, 24 h;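 active = inhibition of 50% or more; inactive = inhibition below 50%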;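 also: plate controls were induced DMSO wells for no effect and uninduced yeast grown without galactose for full effect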
A3G deaminase: blocks human APOBEC3G single-stranded DNA deamination. actives 0.28% (n = 330,000). inhibition, % at 20 µM. AID 493012. recombinant A3G, ssDNA deamination FAM/TAMRA fluorescence. Q9HC16;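 active = inhibition of at least 40% at 20 µM, with no more than 30% in the related APOBEC3A deaminase screen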;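 also: plate controls were DMSO wells with A3G for no effect and wells lacking A3G enzyme for full effect; some compounds called inactive have numbers as strong as hits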
Target sequence (Q9HC16 whole entry, looked up): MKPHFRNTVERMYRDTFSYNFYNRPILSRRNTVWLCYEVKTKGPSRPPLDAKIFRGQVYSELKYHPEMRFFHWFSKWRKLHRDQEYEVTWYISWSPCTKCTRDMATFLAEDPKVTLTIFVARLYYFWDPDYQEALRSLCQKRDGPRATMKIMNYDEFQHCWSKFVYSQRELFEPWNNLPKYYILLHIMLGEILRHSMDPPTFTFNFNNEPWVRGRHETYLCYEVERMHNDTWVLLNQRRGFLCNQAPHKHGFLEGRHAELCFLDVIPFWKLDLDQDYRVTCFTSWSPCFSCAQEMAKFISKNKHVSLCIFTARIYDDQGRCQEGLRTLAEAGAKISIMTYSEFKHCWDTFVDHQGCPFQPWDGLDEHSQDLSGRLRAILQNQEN
mIAP inh: blocks mouse intestinal alkaline phosphatase; purified mouse IAP, CDP-Star luminescence, 30 min; inhibition, % at 10 µM; actives 0.2% (n = 330,000); AID 2806;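 active = inhibition of at least 40% at 10 µM in the primary screen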;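 also: plate controls were DMSO with enzyme for no effect and no enzyme wells for full effect; values of inactives mirror those of a sister screen read the other way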
mIAP activ: mouse IAP activation. activation factor at 10 µM. actives 0.24% (n = 330,000). AID 2805. muIAP, CDP-Star luminescence, 30 min; active compounds read high; 1 = vehicle-only enzyme signal, 0 = enzyme-free wells;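 active = activation factor of at least 2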; also: the source names both 10 and 20 µM as test concentration; values of inactives mirror those of a sister screen read the other way
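System: Mouse IAP enzyme | Also added: CDP-Star substrate | Dosing: Compounds dispensed in DMSO | Schedule: 30 min enzyme-substrate-compound incubation at room temperature | Technique: Chemiluminescence readout | Control set: DMSO-only wells and no-enzyme negative control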
A3A deaminase: human APOBEC3A DNA deaminase inhibition; P31941; inhibition, % at 20 µM; recombinant A3A, FAM/TAMRA ssDNA deamination fluorescence; AID 493011; actives 0.41% (n = 330,000);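 active = at least 40% inhibition at 20 µM here, with at most 30% in a related deaminase screen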;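 also: plate controls were A3A with DMSO for no effect and wells lacking A3A enzyme for full effect; some results filed as inactive read as strong as hits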
Target sequence (P31941 whole entry, looked up): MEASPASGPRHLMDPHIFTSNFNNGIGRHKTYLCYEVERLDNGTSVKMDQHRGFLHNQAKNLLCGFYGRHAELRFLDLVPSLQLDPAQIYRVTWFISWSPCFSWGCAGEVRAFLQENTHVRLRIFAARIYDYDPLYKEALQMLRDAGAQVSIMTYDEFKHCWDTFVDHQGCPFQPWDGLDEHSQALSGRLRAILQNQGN
The depositor's hits bear a star. Rows are unselected; overall some 4.6% were active at least once.

SMILES | TIM10 inh | tim10-1 inh | hIAP block | MIN6 prolif | NLRP3 yeast inh | A3G deaminase | mIAP inh | mIAP activ | A3A deaminase
Cc1ccc(S(=O)(=O)/N=c2\ccc(Cl)cn2C(F)F)cc1 | 3 | 20 | -36 | -2 | -5 | -1 | -9 | 1.1 | 1
CCOC(=O)c1ccc(NC(=O)c2c(N)n(Cc3ccccc3)c(=O)[nH]c2=O)cc1 | 98* | -15 | -5 | -4 | 2 | -1 | -8 | 1.1 | -3
Cc1c(S(=O)(=O)N2CCN(C(=O)c3ccco3)CC2)c(=O)n(C)c(=O)n1C | 0 | 1 | 14 | 0 | 9 | 0 | 7 | 0.93 | 0
O=C(Nc1ccccc1Cl)c1csc(-c2cccnc2)n1 | 23 | 8 | 17 | 0 | -8 | -7 | 6 | 0.94 | -3
Cc1ccc2[nH]cc(CCNC(=O)c3cccs3)c2c1 | 0 | -2 | -3 | 1 | 29 | -7 | -2 | 1 | -2
COc1ccccc1NS(=O)(=O)c1ccc2nc(CCl)[nH]c2c1 | -10 | -12 | -36 | 1 | 1 | -6 | 11 | 0.89 | -3
COc1ccccc1N1CCN(C(=O)CN2C(=O)c3cccc4cccc(c34)C2=O)CC1 | 20 | 30 | 7 | -1 | 8 | 14 | 0 | 1 | -2
O=C(O)c1ccc(NS(=O)(=O)c2cccc3cccnc23)cc1 | 2 | -14 | 4 | -4 | -2 | -5 | -2 | 1 | 0
CCC(CC)C(=O)Oc1c(Sc2ccccc2[N+](=O)[O-])c(C)nn1C(C)(C)C | 6 | 26 | -26 | 0 | 18 | -1 | 6 | 0.94 | 5
CC(SC1=NCCN1S(C)(=O)=O)c1ccccc1 (stereo not drawn) | 4 | -6 | 23 | 3 | 1 | -6 | 1 | 0.99 | -6
Cc1ccc(N(CC(=O)N2CCCCC2)S(=O)(=O)c2ccc(C)cc2)cc1 | 14 | 29 | 4 | -2 | -3 | -8 | -10 | 1.1 | 2
CC(C)(C)OC(=O)N1CCC[C@H]1c1nnc(SCc2ccc(Cl)cc2)o1 | 12 | 36 | -15 | -3 | 5 | 2 | -2 | 1 | 2
COc1cc(/C=N/NC(=S)Nc2cccnc2)cc(OC)c1OC | 2 | -8 | -1 | 0 | 25 | -5 | -1 | 1 | 0
CN(C)CCCO[C@@H]1[C@H]2OC(C)(C)O[C@H]2O[C@@H]1[C@H](O)CO | 2 | -8 | 9 | -2 | 10 | -6 | -11 | 1.1 | 1
CCCn1c(=N)c(C#N)cc2c(=O)n3ccccc3nc21 | 8 | 10 | -18 | -4 | -7 | -1 | 13 | 0.87 | 5
N#CC(c1ccccc1F)(c1ncc(C(F)(F)F)cc1Cl)N1CCOCC1 (stereo not drawn) | 9 | 11 | 5 | -2 | -19 | 4 | -6 | 1.1 | 6
O=C(NC1CCS(=O)(=O)C1)c1cc(-c2ccccc2)nc2ccccc12 (stereo not drawn) | 11 | 9 | 9 | -4 | 18 | -5 | 5 | 0.95 | 0
CC(C)(C)c1ccc(OCCON2C(=O)CCC2=O)c(Cl)c1 | 7 | 20 | 4 | -4 | -4 | -7 | 6 | 0.94 | 0
c1ccc2c(NC3=NCCCCS3)cccc2c1 | 3 | 11 | 16 | -2 | 9 | -2 | 1 | 0.99 | -1
COc1ccccc1/C=C/C(=O)Nc1cccc(S(=O)(=O)N2CCOCC2)c1 | 12 | 12 | 6 | -1 | 6 | -11 | 7 | 0.93 | -3
Cc1cccc(NC(=O)c2cc(NC(=O)CCCC(=O)O)ccc2Cl)n1 | -21 | 1 | 10 | 2 | 5 | -7 | -1 | 1 | -2
O=C(COC(=O)C1=COCCO1)Nc1c(F)cccc1F | -3 | 2 | 10 | -1 | -4 | -11 | 2 | 0.98 | -2
C=CCn1c(=O)c(C(=O)NCc2ccc3c(c2)OCO3)c(O)c2ccccc21 | 20 | -3 | 6 | -5 | 13 | -9 | 10 | 0.9 | -2
O=C(c1ccccc1)N1CCN(c2ccc([N+](=O)[O-])cc2-n2cccc2)CC1 | 2 | 15 | 4 | -2 | 22 | -6 | 0 | 1 | -3
COc1ccc(/C=C/C(=O)OCCCN(C)C)cc1 | -13 | -3 | 6 | -1 | 22 | -3 | -5 | 1.1 | 1

The list continues:
SMILES | TIM10 inh | tim10-1 inh | hIAP block | MIN6 prolif | NLRP3 yeast inh | A3G deaminase | mIAP inh | mIAP activ | A3A deaminase
O=C(Nc1nccs1)c1cccc(NC(=O)C(F)(F)F)c1 | -18 | 10 | -14 | -2 | 8 | -7 | 5 | 0.95 | -2
O=C(Oc1cccc2c(OC(=O)N3CCOCC3)cccc12)N1CCOCC1 | -3 | -6 | 4 | -3 | -8 | -1 | -4 | 1 | 2
O=C(NCC1CCCCC1)c1cccc([N+](=O)[O-])c1 | -8 | 3 | -26 | -2 | 28 | -5 | -3 | 1 | -3
COc1cc2c(=O)n(Cc3ccccc3)c(=O)n(CC(=O)C(C)(C)C)c2cc1OC | 0 | 0 | -8 | -1 | 6 | -3 | -5 | 1.1 | -2
CC(=O)Nc1cccc(NC(=O)c2cc(-c3cccnc3)nc3ccc(Cl)cc23)c1 | 7 | 10 | 6 | -3 | 2 | -4 | -2 | 1 | -6
Cc1cccc(NC(=O)CN2CCN(CC(=O)Nc3ccc(-c4ccccc4)cc3)CC2)c1C | 19 | 13 | 9 | -1 | 22 | -5 | 8 | 0.92 | -3
COc1ccc(NC(=O)c2ccc(-c3ccccc3)cc2)cc1NS(=O)(=O)c1ccc(F)cc1 | 13 | 3 | -7 | 0 | 14 | -8 | 6 | 0.94 | 0
COc1ccc(S(=O)(=O)Nc2cc3[nH]c(=O)oc3cc2C)cc1 | 12 | -27 | 1 | 0 | 5 | -3 | 9 | 0.91 | 0
COc1ccc(N(CC(=O)NCc2ccccc2C)S(=O)(=O)c2ccccc2[N+](=O)[O-])c(OC)c1 | 12 | 9 | 7 | 1 | 18 | -9 | 3 | 0.97 | -4
CSc1sc(C(=O)NNC(C)=O)c2c1C1(CCC2)SCCS1 | 15 | 11 | 15 | -2 | 7 | -4 | 5 | 0.95 | -2
COc1ccc(OC)c(C2CC(=O)NC(SC)=C2C#N)c1 (stereo not drawn) | 1 | 11 | -17 | 0 | 9 | 7 | -2 | 1 | 0
COc1cccc(C2c3[nH]c4ccccc4c3C[C@H]3C(=O)N(c4ccccc4C(=O)NCCCN4CCOCC4)C(=O)N23)c1 (stereo partly drawn) | 4 | 7 | -20 | -2 | 1 | -8 | -14 | 1.1 | -3
CCC1(c2ccc(F)cc2)NC(=O)N(CC(=O)N(CCC#N)c2ccccc2)C1=O (stereo not drawn) | -1 | 20 | -36 | -1 | 21 | -5 | 1 | 0.99 | -3
COc1ccc(C(=O)COC(=O)c2ccn(C)n2)cc1 | 0 | 7 | 2 | -3 | 16 | 0 | -2 | 1 | 0
O=C(Nc1ccc2c(c1)OCO2)C1CCN(C(=O)c2ccc(Br)cc2)CC1 | -1 | 12 | 0 | 2 | 12 | -4 | -5 | 1 | 0
Cc1ccc(C)c(NC(=S)N/N=C2/CCCCc3ccccc32)c1 | 45* | 54* | -11 | -3 | 43 | -2 | -6 | 1.1 | 3
COC(=O)c1ccc(/C(O)=C(\C#N)c2nc3ccccc3s2)cc1 | 13 | -6 | -32 | -3 | 12 | -7 | 4 | 0.96 | -4
CCc1ccc(S(=O)(=O)/N=C2\C=C(NS(=O)(=O)c3ccccc3)C(=O)c3ccccc32)cc1 | 18 | 34 | 36* | -7 | 12 | -5 | 13 | 0.87 | 0
CCCCC(=O)Nc1ccc2c(c1)oc1ccccc12 | 24 | -19 | 18 | -3 | 46 | -3 | -7 | 1.1 | -3
CC(CCc1ccccc1)NC(=O)c1ccc(C(=O)NC(C)CCc2ccccc2)cc1 (stereo not drawn) | -14 | 4 | -15 | -1 | 1 | -2 | -2 | 1 | 2
COc1ccc(-c2nnc(-c3cccs3)o2)cc1OC | 23 | 10 | 0 | 1 | 35 | -4 | 5 | 0.95 | 1
CC(OC(=O)c1ccc2c(=O)n3c(nc2c1)CCC3)C(=O)Nc1ccc(C(N)=O)cc1 (stereo not drawn) | 0 | 5 | 5 | -2 | 0 | -8 | -6 | 1.1 | -5
CCOC(=O)c1c(C)n(C)c2ccc(OC(C)C(=O)OC)cc12 (stereo not drawn) | 31 | 22 | -12 | -2 | -1 | -1 | 0 | 1 | -1
CCCC(=O)N1CCCC(C(=O)c2ccc(OC)c(OC)c2)C1 (stereo not drawn) | -12 | 5 | -13 | -3 | 25 | -4 | 9 | 0.91 | 3
Cc1c(Br)c([N+](=O)[O-])nn1C(C)C(=O)Nc1ccc2c(c1)OCO2 (stereo not drawn) | 16 | 20 | 15 | -1 | 7 | -3 | 2 | 0.98 | -1
Cc1cc(C)c(S(=O)(=O)N2CCCCC2)c(C)c1N(C)S(=O)(=O)c1ccc(Cl)cc1 | 10 | 23 | 13 | 0 | -2 | 2 | 24 | 0.76 | 1
CN(C)c1cccc(C(=O)N2CCC(n3nccc3NC(=O)C3CCOC3)CC2)c1 (stereo not drawn) | -2 | -3 | -28 | -2 | 10 | -1 | -5 | 1.1 | -7
Cc1cc(F)ccc1Oc1cc(NN2CCCCC2)c([N+](=O)[O-])cc1[N+](=O)[O-] | 10 | 11 | 14 | -5 | 6 | -11 | 4 | 0.96 | -9

Shown with each value named: entries from further up
Molecule: CC(C)(C)c1ccc(OCCON2C(=O)CCC2=O)c(Cl)c1
  TIM10 inh: 7
  tim10-1 inh: 20
  hIAP block: 4
  MIN6 prolif: -4
  NLRP3 yeast inh: -4
  A3G deaminase: -7
  mIAP inh: 6
  mIAP activ: 0.94
  A3A deaminase: 0

Molecule: COc1ccc(N(CC(=O)NCc2ccccc2C)S(=O)(=O)c2ccccc2[N+](=O)[O-])c(OC)c1
  TIM10 inh: 12
  tim10-1 inh: 9
  hIAP block: 7
  MIN6 prolif: 1
  NLRP3 yeast inh: 18
  A3G deaminase: -9
  mIAP inh: 3
  mIAP activ: 0.97
  A3A deaminase: -4

Molecule: O=C(Nc1nccs1)c1cccc(NC(=O)C(F)(F)F)c1
  TIM10 inh: -18
  tim10-1 inh: 10
  hIAP block: -14
  MIN6 prolif: -2
  NLRP3 yeast inh: 8
  A3G deaminase: -7
  mIAP inh: 5
  mIAP activ: 0.95
  A3A deaminase: -2

Molecule: COc1ccc(NC(=O)c2ccc(-c3ccccc3)cc2)cc1NS(=O)(=O)c1ccc(F)cc1
  TIM10 inh: 13
  tim10-1 inh: 3
  hIAP block: -7
  MIN6 prolif: 0
  NLRP3 yeast inh: 14
  A3G deaminase: -8
  mIAP inh: 6
  mIAP activ: 0.94
  A3A deaminase: 0

Copied from above for reference:
SMILES | TIM10 inh | tim10-1 inh | hIAP block | MIN6 prolif | NLRP3 yeast inh | A3G deaminase | mIAP inh | mIAP activ | A3A deaminase
Cc1ccc(S(=O)(=O)/N=c2\ccc(Cl)cn2C(F)F)cc1 | 3 | 20 | -36 | -2 | -5 | -1 | -9 | 1.1 | 1
CCOC(=O)c1ccc(NC(=O)c2c(N)n(Cc3ccccc3)c(=O)[nH]c2=O)cc1 | 98* | -15 | -5 | -4 | 2 | -1 | -8 | 1.1 | -3
Cc1c(S(=O)(=O)N2CCN(C(=O)c3ccco3)CC2)c(=O)n(C)c(=O)n1C | 0 | 1 | 14 | 0 | 9 | 0 | 7 | 0.93 | 0
O=C(Nc1ccccc1Cl)c1csc(-c2cccnc2)n1 | 23 | 8 | 17 | 0 | -8 | -7 | 6 | 0.94 | -3
Cc1ccc2[nH]cc(CCNC(=O)c3cccs3)c2c1 | 0 | -2 | -3 | 1 | 29 | -7 | -2 | 1 | -2
